Nrf2 activator: Nrf2 pathway activation; AREc32 ARE-luciferase reporter (MCF7-derived line), luminescence, 24 h; Potency, µM (titrated, usually from 46.1 µM), for inactives: at the top dose activation, usual class: activators; 0.31% of 410,000 active; AID 624171; also: potency is read from the fitted curve at half-maximal effect; % of control where 0% means no effect; nearly all actives have a fitted effect of over 65% in size
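Reporter line AREc32 (ARE-Fluc), seeded overnight in OPTI-MEM with 5% FBS; compound pin-transferred, 24 hr at 37 deg C, 5% CO2; luminescent read-out.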
A549 tox: counter-screen for Nrf2 inhibitors: cytotoxicity in A549 cells. A549 ARE-Fluc cells, CellTiter-Fluor viability, 18-24 h. Potency, µM (titrated, usually from 46 µM), for the others: at the highest dose activity change, negative = cytotoxicity, most hits filed as inhibitors. 0.16% of 390,000 active; also: potency is read from the fitted curve at half-maximal effect; % is scaled to controls: 0 for no effect and ±100 for the full control effect
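Cytotoxicity counterscreen: CellTiter-Fluor fluorescence was measured in A549 ARE_Fluc cells after 18-24 h of compound exposure in a concentration series. The subsequent BugLite luminescent read reports ARE-luciferase activity.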
Akt phos inh: Akt phosphorylation inhibition. activity change, % for hits at 50 µM. 0.32% of 360,000 active. Neuro2A IGF-stimulated pAkt S473 HTRF, 20 min; stronger effect = lower value. AID 651550; in the data active = activity change below about -80%; inconclusive = mostly about -51% to -80%; also: % is scaled to controls: 0 for no effect and ±100 for the full control effect
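Neuro2A cells in DMEM with 0.5% FBS, overnight at 37 deg C, given compound at single 50 µM final, then IGF (6 nM final) for 20 min at 37 deg C. Lysed; phospho-Akt Ser473 by HTRF after 24 h, 665/615 ratio.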
EPAC2 ag: activates human EPAC2 exchange factor; Q8WZA2; EPAC2 activation, biochemical qHTS; response scale: 100% = 6.5 mM cAMP response; Potency, µM (highest dose often 154 µM), without a hit: top-dose activation, most hits filed as activators; 0.079% of 360,000 active; AID 720711; also: potency is read from the fitted curve at half-maximal effect; nearly all actives have a fitted effect of over 50% in size
Target sequence (Q8WZA2 whole entry, looked up): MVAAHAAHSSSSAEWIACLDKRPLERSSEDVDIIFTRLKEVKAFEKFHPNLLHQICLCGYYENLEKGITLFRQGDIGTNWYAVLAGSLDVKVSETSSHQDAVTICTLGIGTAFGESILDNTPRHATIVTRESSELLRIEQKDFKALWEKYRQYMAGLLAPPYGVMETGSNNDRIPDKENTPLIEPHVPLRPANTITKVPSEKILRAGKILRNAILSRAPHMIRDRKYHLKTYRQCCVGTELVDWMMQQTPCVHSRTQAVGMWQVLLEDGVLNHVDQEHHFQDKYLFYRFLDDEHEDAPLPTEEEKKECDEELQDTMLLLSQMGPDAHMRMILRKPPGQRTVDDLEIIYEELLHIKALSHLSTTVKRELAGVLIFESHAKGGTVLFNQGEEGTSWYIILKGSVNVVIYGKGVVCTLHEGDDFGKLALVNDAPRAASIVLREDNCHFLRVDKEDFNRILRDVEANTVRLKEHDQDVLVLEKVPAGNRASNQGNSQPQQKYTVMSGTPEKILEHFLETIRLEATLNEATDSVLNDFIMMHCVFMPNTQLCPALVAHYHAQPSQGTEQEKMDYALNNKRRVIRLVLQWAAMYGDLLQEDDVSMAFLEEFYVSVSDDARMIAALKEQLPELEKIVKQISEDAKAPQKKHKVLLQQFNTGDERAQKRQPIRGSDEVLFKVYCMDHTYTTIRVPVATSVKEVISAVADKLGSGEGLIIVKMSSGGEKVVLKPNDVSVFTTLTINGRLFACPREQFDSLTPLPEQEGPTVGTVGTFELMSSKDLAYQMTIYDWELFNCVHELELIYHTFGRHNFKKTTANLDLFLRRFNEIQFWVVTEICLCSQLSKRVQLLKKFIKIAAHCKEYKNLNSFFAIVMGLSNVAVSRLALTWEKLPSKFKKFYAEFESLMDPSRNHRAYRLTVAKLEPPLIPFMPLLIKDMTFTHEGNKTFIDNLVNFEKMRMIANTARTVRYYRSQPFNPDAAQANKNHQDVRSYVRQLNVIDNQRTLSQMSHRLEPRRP
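qHTS, titration series. 100 nM EPAC2 / 250 nM Rap1B-BODIPY-GDP / 50 uM GDP; RT; ex 480/em 540 nm, 5-min reads to 30 min. Norm. to 6.5 mM cAMP = activation.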
CCT modulator: changes cytosolic chaperonin activity; 0.3% of 360,000 active; activity change, % (concentration not given with the values), hits read low; purified chaperonin ATPase assay, HTRF ADP detection, 30 min; AID 651819; in the data active = activity change below about -30%; also: % is scaled to controls: 0 for no effect and ±100 for the full control effect
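Nucleotide hydrolysis assay: TRiC at 20–40 nM final (set by batch activity) with 10 uM ATP, 30 min at 37 °C, in presence of 76 uM compound. Detection by competitive ADP HTRF, 30 min ambient.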
EPAC2 antag: antagonists of human EPAC2. AID 720708. 0.18% of 360,000 active. Potency, µM (titrated, usually from 114 µM), without a hit: at the top dose activity, negative = inhibition, usual class: inhibitors. EPAC2 GEF exchange of Rap1B-BODIPY-GDP, fluorescence; also: potency is read from the fitted curve at half-maximal effect; % is scaled to controls: 0 for no effect and ±100 for the full control effect; nearly all actives have a fitted effect of over 45% in size; many of its hits are not listed in these tables
Nrf2 block: inhibitors of Nrf2 signaling; A549 ARE-Fluc reporter, luciferase luminescence, 18-24 h; Potency, µM (titrated, usually from 46 µM), without a hit: top-dose activity change, negative = inhibition, actives largely listed as inhibitors; 2.1% of 360,000 active; AID 504444; also: potency is read from the fitted curve at half-maximal effect; % is scaled to controls: 0 for no effect and ±100 for the full control effect; nearly all actives have a fitted effect of over 60% in size
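Two sequential reads on A549 ARE_Fluc cells exposed to compound for 18-24 h: a CellTiter-Fluor fluorescence read for viability, then a luciferase luminescence read for Nrf2/ARE activity.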
Mm-Cpn inhibitor: inhibitors of Methanococcus maripaludis chaperonin (MmCpn) | 0.031% of 330,000 active | AID 504842 | Potency, µM (doses to about 76.9 µM), for the others: at the highest dose activity, negative = inhibition, actives largely listed as inhibitors | purified Mm-Cpn ATPase, ADP Transcreener TR-FRET; also: potency is read from the fitted curve at half-maximal effect; % is scaled to controls: 0 for no effect and ±100 for the full control effect; nearly all actives have a fitted effect of over 80% in size
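Quantitative HTS used 25 nM Mm-CPN and 10 uM ATP in magnesium/KCl Tris buffer, pH 7.4, with 1 mM DTT. Hydrolysis ran 30 min at 37°C; ADP was read by HTRF.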
TGFb inhibitor: blocks TGF-b signaling. HepG2 CAGA-GFP TGF-b/SMAD3 reporter, GFP fluorescence, 18 h; TGF-beta stimulated, 500 pg/mL final. Potency, µM (titrated, usually from 46.1 µM), for inactives: at the highest dose activity, negative = inhibition, actives largely listed as inhibitors. 1.2% of 410,000 active; also: potency is read from the fitted curve at half-maximal effect; % is scaled to controls: 0 for no effect and ±100 for the full control effect; nearly all actives have a fitted effect of over 65% in size
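Inhibition of TGF-beta-driven CAGA-GFP reporter expression in HEPG2 cells is measured by cellular GFP fluorescence after 18 h stimulation with 500 pg/mL recombinant TGF-beta in 1% FBS medium at 37 degrees C.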
* marks the source's active call; other numbers are inactive results; i = inactive; ? = inconclusive; · = no result given; [ ] = dose if it differs, or a comment. Unless noted, calls follow the shape of the dose curve; as a rule, active = well fitted curve in the direction sought with a large enough effect; inconclusive = small, poorly fitted or top-dose-only effect, or another doubt; inactive = no such curve, though single readings can be large; an effect the other way counts as inactive or inconclusive. Only part of the results is shown; count on the stated rates, not on these rows.

SMILES	Nrf2 activator	A549 tox	Akt phos inh	EPAC2 ag	CCT modulator	EPAC2 antag	Nrf2 block	Mm-Cpn inhibitor	TGFb inhibitor
O=C(c1ccc(OCc2cn3ccccc3n2)cc1)N1CCN(S(=O)(=O)c2ccccc2F)CC1	2.1%	-2%	i	-3%	-3.8	-2%	-6%	0%	-4%
CC1(C(=O)Nc2ccc3c(c2)OCCO3)CC1(Cl)Cl (stereo not given)	0.0%	5%	i	4%	-2.3	4%	1%	-3%	-3%
COc1cccc(-c2nc3nc(C)cc(C)n3c2NC2CCCC2)c1	1.1%	·	i	6%	-1.5	-10%	·	·	·
Brc1ccc(-c2ncc(-c3ccccc3)cn2)cc1	3.5%	2%	·	-17%[15.6 µM]	0.4	5%	?	2%	-4%
Cc1ccc(NNc2c(C)nc3ccccc3nc2=O)cc1	0.5%	-9%	i	4%	3.6	8%	25%	-3%	2%
Cc1ccc(/C=N/NC(=O)C2(C)CC2(Br)Br)cc1 (stereo not given)	0.1%	8%	i	9%	-4.0	0%	9%	3%	-6%
CC(C)CCn1cnc2c(c1=O)c1nc3ccccc3nc1n2Cc1ccc2c(c1)OCO2	0.6%	0%	i	-1%	0.6	21%	2%	0%	-2%
COc1cc(OC)c(NS(=O)(=O)c2cc(C(=O)OCC(=O)NCC3CCCO3)ccc2OC)cc1Cl (stereo not given)	0.2%	-3%	i	8%	-4.4	7%	11%	0%	2%
CCOCCn1c(SCc2ccccc2)nc2c1c(=O)[nH]c(=O)n2C	0.4%	-1%	i	14%	-3.5	14%	-27%	0%	0%
O=c1c2ccccc2nc(N2CCN(c3ccccc3)CC2)n1Cc1ccccc1	0.4%	-15%	i	7%	0.0	?	?	0%	-7%
CCOc1ccc(/C=C/C(=O)CCC(=O)O)cc1	20%	-1%	i	2%	2.7	10%	?	-1%	-12%
O=C(N/N=C/C=C/c1ccccc1)c1cccs1	4.2%	-4%	i	11%	-1.0	2%	7%	3%	-4%
CCCn1nc(Oc2nc(SC)nc(N(C)C)n2)ccc1=O	17%	13%	i	-4%	-3.7	16%	·	0%	-8%
COc1ccc(CCNC(=O)C2CCN(S(=O)(=O)N3CCCCC3)CC2)cc1OC	-0.9%	-1%	i	13%	-2.3	5%	6%	0%	1%
CCC(C(=O)OCC(=O)N1CCN(S(=O)(=O)c2ccc(C)cc2C)CC1)c1ccccc1 (stereo not given)	0.0%	2%	i	9%	-0.6	2%	-5%	-4%	1%
COc1ccc(-c2ccc(CN3C(C(C)C)C(=O)N(Cc4cn(CCC5OCCCO5)nn4)CCS3(=O)=O)cc2)cn1 (stereo not given)	4.7%	·	i	3%	0.6	7%	·	·	2%
COc1ccc(S(=O)(=O)Nc2cc3[nH]c(=O)oc3cc2C)cc1	-0.2%	?	i	9%	-2.6	0%	-6%	1%	-1%
COc1ccc(NC(=O)c2ccc(-c3ccccc3)cc2)cc1NS(=O)(=O)c1ccc(F)cc1	0.2%	-5%	i	-1%	-2.9	2%	15µM*	-10%	-21%
CCc1nc2c(OCC(=O)N3CCOCC3)cccn2c1N(C)C(=O)COc1ccccc1	0.1%[9.22 µM]	·	i	4%	-1.3	1%	·	·	-3%
Cc1cccc(NC(=O)CN2CCN(CC(=O)Nc3ccc(-c4ccccc4)cc3)CC2)c1C	1.0%	-2%	i	0%	0.7	1%	17%	2%	-6%
CC(=O)Nc1cccc(NC(=O)c2cc(-c3cccnc3)nc3ccc(Cl)cc23)c1	5.5%	-7%	i	-7%	0.7	-9%	?	?	8%
NC(c1csc(Nc2ccc(C(=O)NCCCO)cn2)n1)c1ccccc1Cl (stereo not given)	-0.2%[9.22 µM]	·	i	8%	1.9	6%	·	·	-3%
Cc1ccc(CNC(=O)c2ccc(Nc3nc4ccccc4n4nnnc34)cc2)cc1	4.3%	6%	·	·	·	·	2%	·	-3%
Cc1cccc(NC(=O)Cn2c(=O)n(CC3CCC(C(=O)NCCc4ccccc4)CC3)c(=O)c3ccccc32)c1C (stereo not given)	0.5%	-6%	·	·	·	·	-2%	·	-7%
COc1cc2c(=O)n(Cc3ccccc3)c(=O)n(CC(=O)C(C)(C)C)c2cc1OC	-0.7%	-4%	i	-4%	-0.2	10%	10%	0%	15%
O=C(NCC1CCCCC1)c1cccc([N+](=O)[O-])c1	2.8%	-2%	i	2%	-2.5	-1%	7%	-3%	10%
O=C(Oc1cccc2c(OC(=O)N3CCOCC3)cccc12)N1CCOCC1	0.4%	8%	i	7%	2.0	-2%	-24%	-1%	33%
O=C(Nc1nccs1)c1cccc(NC(=O)C(F)(F)F)c1	0.1%	-12%	i	11%	-0.8	-4%	1%	0%	?
COc1ccc(/C=C/C(=O)OCCCN(C)C)cc1	-0.1%	-1%	i	3%	2.4	3%	11%	0%	8%
O=C(c1ccccc1)N1CCN(c2ccc([N+](=O)[O-])cc2-n2cccc2)CC1	0.3%	-8%	i	14%	-0.2	-9%	-18%	-1%	?
C=CCn1c(=O)c(C(=O)NCc2ccc3c(c2)OCO3)c(O)c2ccccc21	-0.4%	-6%	i	19%	-4.2	1%	-8%	-1%	-5%
O=C(COC(=O)C1=COCCO1)Nc1c(F)cccc1F	0.2%	-5%	i	3%	-1.5	2%	-2%	-2%	-7%
Cc1cccc(NC(=O)c2cc(NC(=O)CCCC(=O)O)ccc2Cl)n1	-0.2%	-16%	·	1%	-6.9	-2%	·	0%	-17%
Cc1ccccc1C(c1ncccc1C)N(C)C(=O)C1CCN(CCOc2ccc(Cl)cc2Cl)CC1 (stereo not given)	-3.1%	·	i	9%	-0.5	-8%	·	·	?
CCCCN(CCCC)CCNC(=O)c1cn(C)c2ccc(S(=O)(=O)N3CCOCC3)cc2c1=O	0.4%	1%	·	·	·	·	0%	·	-2%
COc1ccccc1/C=C/C(=O)Nc1cccc(S(=O)(=O)N2CCOCC2)c1	2.4%	-11%	i	3%	-1.2	-2%	?	2%	-1%
c1ccc2c(NC3=NCCCCS3)cccc2c1	0.0%	5%	i	9%	1.9	31%[activator]	2%	-1%	-2%
CC(C)(C)c1ccc(OCCON2C(=O)CCC2=O)c(Cl)c1	-0.8%	1%	i	2%	1.0	0%	3%	-5%	-4%
O=C(NC1CCS(=O)(=O)C1)c1cc(-c2ccccc2)nc2ccccc12 (stereo not given)	-0.4%	1%	i	14%	-1.1	8%	-2%	1%	0%
CC(=O)C(=Cc1cccc(C#N)c1)C(=O)c1ccccc1	3.5%	·	i	8%	0.4	-10%	·	·	?

The list goes on (2 carried over from the part before).
SMILES	Nrf2 activator	A549 tox	Akt phos inh	EPAC2 ag	CCT modulator	EPAC2 antag	Nrf2 block	Mm-Cpn inhibitor	TGFb inhibitor
O=C(NC1CCS(=O)(=O)C1)c1cc(-c2ccccc2)nc2ccccc12 (stereo not given)	-0.4%	1%	i	14%	-1.1	8%	-2%	1%	0%
CC(=O)C(=Cc1cccc(C#N)c1)C(=O)c1ccccc1	3.5%	·	i	8%	0.4	-10%	·	·	?
CC(C)S(=O)(=O)N1CCCC(c2cc(C(=O)NCc3cccnc3)no2)C1 (stereo not given)	0.6%	·	i	14%	-0.3	9%	·	·	-3%
CCCn1c(=N)c(C#N)cc2c(=O)n3ccccc3nc21	0.1%	0%	i	5%	-5.0	12%	-14%	0%	12%
CC(C)(C)OC(=O)N1CCC[C@H]1c1nnc(SCc2ccc(Cl)cc2)o1	3.1%	0%	i	14%	-0.7	-6%	-10%	2%	?
COc1cc(/C=N/NC(=S)Nc2cccnc2)cc(OC)c1OC	1.8%	-1%	i	15%	-1.3	7%	2%	-2%	-7%
CN(C)CCCO[C@@H]1[C@H]2OC(C)(C)O[C@H]2O[C@@H]1[C@H](O)CO	-0.7%	-14%	i	5%	-88*	9%	-26%	-5%	-2%
Cc1ccc(N(CC(=O)N2CCCCC2)S(=O)(=O)c2ccc(C)cc2)cc1	-0.7%	-4%	i	2%	0.1	-13%	-7%	2%	1%
CC(SC1=NCCN1S(C)(=O)=O)c1ccccc1 (stereo not given)	-0.1%	-2%	i	2%	-0.4	6%	1%	?	-14%
O=C(NCc1ccco1)c1ccc2c(c1)C(=O)N(C1CCCCC1)C2=O	0.1%	12%	i	-3%	0.0	-7%	-23%	-7%	13%
CCOC(=O)c1oc2ccccc2c1NC(=O)COc1ccc(F)cc1	-0.1%	-21%	i	3%	-0.4	0%	-17%	2%	9%
Cc1cc(C)c(S(=O)(=O)N2CCN(C(=O)c3ccc4c(c3)OCO4)CC2)c(C)c1	-0.3%	?	i	3%	-1.4	-8%	?	0%	?

Complete entries from above:
O=C(c1ccccc1)N1CCN(c2ccc([N+](=O)[O-])cc2-n2cccc2)CC1 reads Nrf2 activator = 0.3%; A549 tox = -8%; Akt phos inh = i; EPAC2 ag = 14%; CCT modulator = -0.2; EPAC2 antag = -9%; Nrf2 block = -18%; Mm-Cpn inhibitor = -1%; TGFb inhibitor = ?
O=c1c2ccccc2nc(N2CCN(c3ccccc3)CC2)n1Cc1ccccc1 reads Nrf2 activator = 0.4%; A549 tox = -15%; Akt phos inh = i; EPAC2 ag = 7%; CCT modulator = 0.0; EPAC2 antag = ?; Nrf2 block = ?; Mm-Cpn inhibitor = 0%; TGFb inhibitor = -7%
O=C(NCc1ccco1)c1ccc2c(c1)C(=O)N(C1CCCCC1)C2=O reads Nrf2 activator = 0.1%; A549 tox = 12%; Akt phos inh = i; EPAC2 ag = -3%; CCT modulator = 0.0; EPAC2 antag = -7%; Nrf2 block = -23%; Mm-Cpn inhibitor = -7%; TGFb inhibitor = 13%
